Screens: PubChem BioAssay, Fisher Drug Discovery Resource Center
NPYLR7 ag: agonists of mosquito NPYLR7 receptor, primary screen, cell-based, Aedes aegypti, calcium fluorescence, mosquito biting behavior. Aedes aegypti neuropeptide Y-like receptor 7 (NPYLR7). HEK293T NPYLR7/Galpha15, GCaMP6s calcium fluorescence. activation, % at 10 µM. 270,000 tested, 0.15% active; in the data active = activation above about 40%;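 also: 0% = vehicle and 100% = reference agonist at the receptor; some compounds past the cut are filed as inactive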
mcGAS inh: cyclic GMP-AMP synthase inhibitors, mouse, primary biochemical chemiluminescence; Q8C6L5; recombinant cGAS, Kinase-Glo ATP depletion luminescence; inhibition, % at 12.5 µM; 160,000 tested, 0.15% active; AID 1259399, 2018;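 also: 0% = negative control wells and 100% = reference inhibitor with no enzyme activity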
hcGAS lum: Primary biochemical luminescence assay for human cyclic GMP-AMP synthase inhibitors; Q8N884; recombinant h-cGAS, ATP depletion, Kinase-Glo luminescence; inhibition, % at 12.5 µM; 290,000 tested, 0.081% active; AID 1259398, 2018;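 also: 0% = vehicle reaction and 100% = reaction without DNA for no activity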
Target sequence (Q8N884 whole entry, looked up): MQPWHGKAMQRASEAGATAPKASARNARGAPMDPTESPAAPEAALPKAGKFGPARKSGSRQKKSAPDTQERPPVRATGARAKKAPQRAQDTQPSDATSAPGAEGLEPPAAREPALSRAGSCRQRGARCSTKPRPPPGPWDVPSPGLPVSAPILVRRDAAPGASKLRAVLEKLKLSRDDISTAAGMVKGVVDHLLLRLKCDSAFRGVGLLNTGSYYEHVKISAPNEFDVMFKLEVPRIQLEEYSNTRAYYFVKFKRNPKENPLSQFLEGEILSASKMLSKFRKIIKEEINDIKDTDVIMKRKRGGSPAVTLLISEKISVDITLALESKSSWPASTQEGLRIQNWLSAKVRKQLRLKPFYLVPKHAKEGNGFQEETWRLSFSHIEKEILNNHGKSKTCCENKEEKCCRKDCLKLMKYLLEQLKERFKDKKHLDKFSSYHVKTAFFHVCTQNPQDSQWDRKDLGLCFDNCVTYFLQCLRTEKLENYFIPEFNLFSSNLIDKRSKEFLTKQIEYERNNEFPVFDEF
The depositor's hits bear a star; . = not tested or not shown; & = joins results of further samples. Rule as the data show it, unless noted: active = inhibition above about 40%; inactive = the rest.

SMILES | NPYLR7 ag | mcGAS inh | hcGAS lum
O=C(Nc1ccncc1NC(=O)c1ccccc1)c1ccccc1 | -2 | . | -7
COc1ccc(C(=O)C2CCCN(C(=O)c3ccc(C)c(C)c3)C2)cc1OC (stereo not given) | 0 | -5 | -6
CC(Cn1cccn1)Nc1nccc(CCC(F)(F)F)n1 (stereo not given) | 5 | . | -6
COc1cccc(N2CC(C)Cn3c2nc2c3c(=O)n(CCN3CCOCC3)c(=O)n2C)c1 (stereo not given) | -4 | . | -9
Cc1nc(S(=O)(=O)Nc2cccc(C(C)C)c2)cn1C | 3&-2 | . | -4&-5
COCCNC(=O)c1c(N)n(-c2ccc(Cl)c(Cl)c2)c2nc3ccccc3nc12 | -7 | -8 | -9
Cc1ccc(C(=O)Nc2ccc(SCc3ccncc3)nn2)cc1 | 1 | . | 6
Brc1ccc(C=C2CCC(C3=CCCC3)=C2N2CCOCC2)s1 | 1 | . | -6
COc1ccc(NC(C)=O)cc1NC(=O)CNC(=O)c1ccc(C)s1 | -1 | -5 | -3
COCCn1cc(C(=O)N2CCc3ccccc32)c2nn(-c3ccccc3)c(=O)c-2c1 | 4 | -10 | -6
COc1cc2[nH]c3c(=O)n(CC(=O)NCCC(C)C)cnc3c2cc1OC | . | -7 | -4
O=C(C=Cc1ccc(Br)o1)OCc1cc(=O)oc2cc3c(cc12)CCC3 | 5 | . | -4
CCCCCn1c(=NC(C)=O)c(C#N)cc2c(=O)n3ccccc3nc21 | 3 | . | 0
C=C(Cl)CN(C)Cc1csc(C(C)OC)n1 (stereo not given) | 4 | . | -7
Clc1ccc(CSc2nnc(-c3ccc4c(c3)OCO4)o2)cc1Cl | 0 | . | -5
Nc1ccc(S(=O)(=O)c2ccc(N)cc2)cc1 | 20&-13&-2&5 | -5&4 | -4&-2&-4&12
CC1(C)CN(C(=O)OC(C)(C)C)c2ccccc2N1 | 0 | . | -1
OCCn1c(-c2cccc3[nH]ccc23)nc2ccccc21 | -6 | -12 | -8
O=[N+]([O-])c1cc(S(=O)(=O)C(F)(F)F)ccc1Oc1ccc2oc3c(c2c1)CCCC3 | -3 | 1 | 50*
CC1(C)C(=O)NC(=O)N1CC(=O)N1CCCC(CCc2ccc(F)cc2)C1 (stereo not given) | . | -14 | -10

A second format for some results above:
Results follow in this order: NPYLR7 ag	mcGAS inh	hcGAS lum
- Brc1ccc(C=C2CCC(C3=CCCC3)=C2N2CCOCC2)s1
    1	.	-6
- COc1ccc(NC(C)=O)cc1NC(=O)CNC(=O)c1ccc(C)s1
    -1	-5	-3
- COCCn1cc(C(=O)N2CCc3ccccc32)c2nn(-c3ccccc3)c(=O)c-2c1
    4	-10	-6
- COc1cc2[nH]c3c(=O)n(CC(=O)NCCC(C)C)cnc3c2cc1OC
    .	-7	-4
- O=C(C=Cc1ccc(Br)o1)OCc1cc(=O)oc2cc3c(cc12)CCC3
    5	.	-4
- CCCCCn1c(=NC(C)=O)c(C#N)cc2c(=O)n3ccccc3nc21
    3	.	0

Additional structures follow:
SMILES | NPYLR7 ag | mcGAS inh | hcGAS lum
CC(C)Cn1c(CCC(N)=O)n[nH]c1=S | 6 | . | -4
CCC1=NN(C(=O)c2ccccc2Cl)C(O)(c2ccccc2)C1 (stereo not given) | -10 | -4 | -1
CC(O)(COc1ccccc1)c1ccc2c(c1)CN(Cc1ccccn1)CCO2 (stereo not given) | 6 | -23 | -6
COc1cccc(OC)c1C(=O)N1CCSC1c1ccc(C(C)C)cc1 (stereo not given) | 12 | -5 | -5
COC(=O)c1ccc(N2CCN(C)CC2)c(NC(=O)Cc2ccc(Cl)cc2)c1 | -5 | . | -4
CC1CCCC(CC(=O)Nc2ccc(-n3cncn3)nc2)C1 (stereo not given) | -1 | . | -2
Cc1cc(C(=O)N2CC(c3ccncc3)C2)c2ccc(F)cc2n1 | 2 | -17 | -4
Cc1ccsc1CNc1ccc(C(=O)N(C)Cc2cc(C(C)C)on2)cc1 | 3 | . | -1
COCc1ccc(CN2CCN(Cc3ccsc3)C(CCO)C2)o1 (stereo not given) | 5 | . | -6
CC(OC(=O)c1ccc(NC(N)=O)cc1)C(=O)C12CC3CC(CC(C3)C1)C2 (stereo not given) | 3 | -17 | -9
Cc1nn2c(NCCCn3ccnc3)cc(C(C)(C)C)nc2c1-c1ccc(Cl)cc1 | 0 | -7 | -5
CC(C)(O)CN(CC(=O)Nc1ccc(N2CCCCCC2)cc1)C1CCOCC1 | 1 | -19 | -4
COc1ccc(OC)c(CN2CCN(c3nc(C(F)(F)F)cs3)CC2)c1 | 2 | . | -2
COc1ccccc1CN(Cc1nc(C(=O)NC2CC2)co1)C(C)c1ccccc1 (stereo not given) | . | -2 | 1
CCC1SC(c2ccc(F)cc2)N(CCCNC)C1=O (stereo not given) | -2 | -4 | -1
COC(=O)c1sccc1NS(=O)(=O)c1ccc(C(C)(C)C)cc1 | 10 | . | -2
Cc1nc(C)c(CN(C)CCC(C)(C)O)s1 | . | 1 | 7
COc1ccc(CC2CCN(C(=O)C3CCC3)CC2)cc1 | -7 | 2 | 5
Cn1cncc1C(=O)N1CCC2(CCCCCC2)C1 | . | -5 | -10
Fc1ccccc1-n1cn[nH]c1=S | 3 | . | 1
CCCCC1=NN2C(=N)/C(=C/c3ccc(C)cc3)C(=O)N=C2S1 | 1 | . | 1
Cc1cc(CS(=O)CC(=O)Nc2ccc(F)cc2F)no1 (stereo not given) | 10 | . | -10
CCS(=O)(=O)Oc1cc(CN(Cc2ccco2)C(=O)c2ccccc2Cl)ccc1OC | 0 | -3 | 3
COc1ccc(C)cc1S(=O)(=O)Nc1ccccc1C(=O)NCc1cccc(Cl)c1 | -2 | -5 | 0
O=C(NC1CCN(c2ccccc2C(=O)N2CCc3ccccc3C2)CC1)c1ccc(Cl)cc1Cl | 25 | -8 | -8
Cc1ccc(C)c(N2CCN(C(=O)CCn3cnc4c([nH]c5ccc(C)cc54)c3=O)CC2)c1 | . | -7 | -5
O=C(CN1CCc2ccccc2C1)Nc1ccc(N2CCOCC2)cc1 | -21 | . | 1
CCc1nc2ccc(C(=O)N3CCN(C(=O)c4ccco4)CC3)cn2c1N(C=O)Cc1ccc(OC)cc1 | 23 | -2 | -3
CCc1nc2c(OCC(=O)N(C)C)cccn2c1N(C=O)Cc1ccccc1 | 4 | -1 | -3
COc1cccc(-c2cc(-c3ccc(C(=O)NCCOc4ccccc4)cc3)[nH]n2)c1 | 1 | -6 | -5
COc1cccc(-c2nc(C(N)=O)c3[nH]c(=O)n(-c4ccc(C)c(C)c4)c3n2)c1O | -7 | -5 | -2
CCN1CCN(C(=O)c2ccc(CSc3nnc(-c4ccccc4Cl)n3Cc3ccccc3)cc2)CC1 | 4 | -6 | -2
Fc1cccc(Nc2nc3ccc(Cl)cc3n3cnnc23)c1 | 16 | . | -11
O=C1CCN(CC(O)Cc2ccccc2)c2ccccc2CCN1C/C=C/c1ccccc1 (stereo not given) | 24 | -5 | -4
C=CCNC(=O)N[C@H]1[C@H](O)[C@@H](NCCOC)[C@@H]2OC[C@H]1O2 | -7 | -2 | 2
Cn1nc(-c2c(-c3ccccc3)ncn2CCO)c2c(Cl)cccc21 | -1 | -12 | -2
Cc1cccnc1CN(c1nc(CCN)nc2ccccc12)C(C)C | -7 | . | -1
COc1ccccc1-n1ncc2c(C)nnc(SCC(=O)NCc3ccco3)c21 | -10 | -9 | -4
O=C(C=Cc1ccco1)NCc1ccc(F)cc1 | 2 | -4 | 1
O=C(CCc1nc2ccccc2c(=O)[nH]1)NC1CCc2ccccc21 (stereo not given) | 9 | -5 | -11
O=C1NC(=O)N(c2ccc(Cl)cc2)C(=O)/C1=C/C=C/c1ccco1 | 4 | -3 | -2
CCC(C(=O)NC1CCN(c2ccccc2C(=O)NCc2ccco2)CC1)c1ccccc1 (stereo not given) | -4 | -6 | -4
COCc1c(Br)cccc1NC(=O)/C=C/c1ccccn1 | 3 | -15 | -8
Cc1ccc2nc(C)n(C3CCN(C(=O)CCN4C(=O)C=CC4=O)CC3)c2c1 | -1 | 2 | 6
Cc1nn(-c2ccccc2)c2[nH]cc(C(=O)N3c4ccc(F)cc4CCC3C)c(=O)c12 (stereo not given) | -2 | -6 | -6
CN(C)c1ccc(Sc2nnc(NC(=O)c3ccc(Cl)cc3)s2)cc1 | -6 | -5 | -4
CCOC(=O)c1sc(NC(=O)c2cccnc2)nc1C | 17 | . | -4
Cc1ccc2c(c1)CCCN2C(=O)CN(C)Cc1snnc1C | 18 | -14 | -5
Cc1cccc2c1c(-c1ccc(C(N)=O)cc1)nn2C | 12 | . | 2
CCCNC(=O)N(CC(=O)N1CCc2sccc2C1COc1ccc(C)cc1C)CC1CCCO1 (stereo not given) | -3 | -2 | 0
COc1ccccc1OC1CCN(C2CCN(c3nc(C)c4cc(C)c(C)cc4n3)CC2)CC1 | 20 | -13 | -9
CCn1cc(CN(C(=O)C2CC3(CCNCC3)CN2)C(C)C)cn1 (stereo not given) | . | -6 | -15
Cc1cc(C)c2c(c1C(=O)N(C)CC1OCCO1)CC(C)(C)C2=O | -7 | . | -6
CCOc1ccc(OCc2cccc(C(=O)OCC(F)(F)C(F)F)c2)cc1 | 0 | . | -2
CCCCCCCCC(=O)N1CCCC1C(=O)Nc1nnc(-c2cccc(Br)c2)s1 (stereo not given) | 9 | -3 | -6
Cc1nc(-c2ccc(Oc3ccc(C(F)(F)F)cn3)cc2)no1 | 7 | -8 | -2
Cc1ccc(-c2c(C)nn3c(N4CC(C)CC(C)C4)cc(C)nc23)cc1 (stereo not given) | 0 | 0 | 4
CC(C)(C)c1cc(NC(=O)CN(Cc2ccccc2)C(=O)c2ccc(Cl)c(Cl)c2)n(-c2ccc(Cl)c(Cl)c2)n1 | . | -5 | -3
C=CC[C@@H]1CC=C[C@@H](C)N1Cc1nc(-c2ccc(C(=O)OC)cc2)no1 | 7 | -10 | -5
Cc1ccc(NCC(=O)N(C)C2CCCCC2)c(F)c1 | 8&-6 | . | -7&0
New compounds follow
SMILES | NPYLR7 ag | mcGAS inh | hcGAS lum
CCn1ccnc1CN(C)C(=O)c1ccc(OC2CCN(S(=O)(=O)N(C)C)CC2)cc1 | -10 | -4 | 4
C=C1C(=O)O[C@@H]2[C@H]3O[C@]3(C)CC/C=C(\C)CC[C@@H]12 | -3 | . | -4
CNC(=O)[C@H]1CN(C(=O)COc2ccccc2)[C@]2(C)C(=O)Nc3ccccc3[C@H]12 | 25 | -4 | 2
CCOc1ccc(NC(=O)CC2SC(=Nc3ccccc3)N(c3ccccc3)C2=O)cc1 (stereo not given) | -6 | 1 | -1
O=C(Nc1cccc(-c2cc3ccccc3[nH]2)c1)C1CCCN(Cc2ccccn2)C1 (stereo not given) | 6 | -7 | -4
COc1ccc(Cl)cc1N1CCN(Cc2ccc(F)cc2F)C(C)C1=O (stereo not given) | -3 | -6 | -5
O=S1(=O)CCN2C(c3ccc(Cl)cc3)=CSC2=N1 | 4 | . | -3
Cc1ccc(C)c(S(=O)(=O)N(Cc2ccccc2)C2C=CS(=O)(=O)C2)c1 (stereo not given) | -2 | . | -2
CC=CCn1c(SCC(=O)c2ccccc2)nc2c1c(=O)[nH]c(=O)n2C | 7 | . | -4
O=C(N[C@H]1CN[C@H](C(=O)N2CCOCC2)C1)c1cccc(Cl)c1Cl | 6 | . | -3
Cc1cccc(SC2CCN(c3cc(CCN)nc(C)n3)CC2)c1 | -7 | 0 | -2
CCOC(=O)c1sc(=S)n(C)c1NC(=O)c1ccc(C(C)(C)C)cc1 | -6 | -6 | -3
CC[n+]1c(C)n(-c2ccccc2)c2ccc3ccccc3c21 | -4 | . | -8
CCCN(CCO)C(=O)CC1C(=O)NCCN1C(C)C (stereo not given) | 0 | . | 0
CCOC(=O)CCCN(CCCOC)CC(=O)N(CCc1ccccc1)Cc1ccc(C)o1 | . | -8 | -3
COc1ccc(CCN(Cc2ccc(C)o2)C(=O)CN(CCN2CCCCC2)C(=O)c2ccc(F)cc2)cc1OC | 4 | -5 | -6
COc1cc([N+](=O)[O-])cc(/C=C2\SC(=Nc3ccccc3Cl)NC2=O)c1O | -14 | -2 | -3
CCc1c(C(=O)OC)sc2nc(CNCCOC)[nH]c(=O)c12 | 10 | -5 | -4
COc1ccc(-c2cc(COC(=O)c3cccs3)no2)cc1OC | -2 | . | -3
c1ccc(-c2nccn2CC2OCCc3ccccc32)nc1 (stereo not given) | 0 | . | -10

Complete entries from above. Values in the order: NPYLR7 ag | mcGAS inh | hcGAS lum
CC[n+]1c(C)n(-c2ccccc2)c2ccc3ccccc3c21 in the list: -4 | . | -8
CCc1c(C(=O)OC)sc2nc(CNCCOC)[nH]c(=O)c12 in the list: 10 | -5 | -4

Next part
SMILES | NPYLR7 ag | mcGAS inh | hcGAS lum
COCCN(CC(=O)N(Cc1ccc(F)cc1)Cc1ccc(C)s1)C(=O)CCc1ccccc1 | 20 | -4 | -9
N#Cc1cccc(NC(=O)c2ccc3c(c2)COCO3)c1 | 8 | . | -7
O=C(NCCc1nc2ccccc2[nH]1)c1ccc2c(c1)OCO2 | -13 | 0 | 0
Cc1cc(OCc2cccc(C(=O)O)c2)ccc1[N+](=O)[O-] | 4 | . | 0
Cn1nc(NC(=O)c2cccs2)c2c1NC(=O)CC2c1ccco1 (stereo not given) | -15 | -6 | -1
CSc1nn(CC(=O)Nc2cccc(Cl)c2)c(N)c1S(=O)(=O)c1ccccc1 | -7 | -7 | -2
CC(C)(C)C(NCC(=O)NC(=O)NCC(F)(F)F)c1cccs1 (stereo not given) | 4 | . | 2
COc1cccc(-c2cc(C(=O)NC3CCN(Cc4ccccc4)CC3)n3nc(-c4ccccc4)cc3n2)c1 | 2 | -5 | -7

The order is random; about 0.29% have a hit in one of these screens.
